PrPC surface inh = cell surface PrPC inhibition, primary TR-FRET screen; actives 0.43% (n = 370,000); TR-FRET read-out; inhibition, % at 13.8 µM; P04156; in the data active = inhibition above about 24%; note: 0% = median of the test wells and 100% = reference compound wells
BoNT A protease = blocks Botulinum neurotoxin A light chain protease | inhibition, % at 10 µM | actives 0.17% (n = 360,000) | multiplex microsphere protease substrate cleavage, flow cytometry; note: plate controls were buffer without enzyme for full effect and enzyme alone for no effect
MazF activator = increases E. coli MazEF RNase cleavage of RNA; P0AE70; FAM/BHQ RNA-DNA oligo cleavage fluorescence, 5 h; activation, % at 20 µM; actives 0.32% (n = 350,000); AID 504720; in the data active = activation above about 50%
SSB-PriA inh = inhibitors of Klebsiella pneumoniae PriA binding to SSB C-terminal tail; AlphaScreen SSBct-PriA binding, biotinylated peptide; AID 1272365; actives 0.6% (n = 430,000); inhibition, % at 33 µM; in the data active = inhibition mostly above about 37%, no sharp cut-off; inactive = mostly below about 20%;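 note: plate controls were negative control peptide for no effect and reference peptide for full effect; strong numbers were not always called active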
3CLpro inhibitor = SARS-CoV 3CLpro protease inhibition; actives 0.14% (n = 290,000); recombinant SARS-CoV 3CLpro, quenched FRET peptide cleavage; inhibition, % at 6 µM; P0C6X7; in the data active = inhibition above about 12%
VHR inh abs = blocks human VHR1 dual specificity phosphatase | P51452 | recombinant VHR phosphatase, pNPP absorbance | inhibition, % at 13.3 µM | actives 0.52% (n = 290,000); in the data active = inhibition above about 50%; note: some compounds called inactive have numbers as strong as hits
Target sequence (P51452 whole entry, looked up): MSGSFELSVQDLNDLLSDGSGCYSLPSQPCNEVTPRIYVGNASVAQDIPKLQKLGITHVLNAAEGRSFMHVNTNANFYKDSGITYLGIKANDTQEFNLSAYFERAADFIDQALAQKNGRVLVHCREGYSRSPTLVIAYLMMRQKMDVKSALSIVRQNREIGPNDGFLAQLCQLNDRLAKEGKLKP
BoNT F protease = inhibitors of Botulinum neurotoxin F light chain protease; actives 0.22% (n = 360,000); inhibition, % at 10 µM; Multiplex microsphere protease cleavage assay, flow cytometry; in the data active = inhibition above about 35%, passing the limit was not always enough; inconclusive = no clear call, values can overlap the other calls; note: plate controls were buffer without enzyme for full effect and enzyme alone for no effect
Rv3671c inh = inhibits the M. tuberculosis serine protease Rv3671c; P9WHR9; inhibition, % at 5.96 µM; AID 2606; actives 0.048% (n = 320,000); in the data active = inhibition above about 38%;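 note: extracellular domain of Rv3671c used as enzyme; 0% = enzyme with DMSO and 100% = no enzyme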
CCHF vOTU inh = blocks the CCHF virus ovarian tumor domain protease. CCHFV vOTU protease, Pep-AMC fluorescence. actives 0.55% (n = 370,000). inhibition, % at 11.5 µM; in the data active = inhibition above about 30%; note: 0% = vehicle wells with enzyme and 100% = no enzyme wells
Anthrax LF prot = blocks Bacillus anthracis lethal factor protease; inhibition, % at 10 µM; AID 588501; actives 0.12% (n = 360,000); multiplex microsphere protease cleavage assay, LF; P15917; note: plate controls were buffer without enzyme for full effect and enzyme alone for no effect
Target sequence (P15917 whole entry, looked up): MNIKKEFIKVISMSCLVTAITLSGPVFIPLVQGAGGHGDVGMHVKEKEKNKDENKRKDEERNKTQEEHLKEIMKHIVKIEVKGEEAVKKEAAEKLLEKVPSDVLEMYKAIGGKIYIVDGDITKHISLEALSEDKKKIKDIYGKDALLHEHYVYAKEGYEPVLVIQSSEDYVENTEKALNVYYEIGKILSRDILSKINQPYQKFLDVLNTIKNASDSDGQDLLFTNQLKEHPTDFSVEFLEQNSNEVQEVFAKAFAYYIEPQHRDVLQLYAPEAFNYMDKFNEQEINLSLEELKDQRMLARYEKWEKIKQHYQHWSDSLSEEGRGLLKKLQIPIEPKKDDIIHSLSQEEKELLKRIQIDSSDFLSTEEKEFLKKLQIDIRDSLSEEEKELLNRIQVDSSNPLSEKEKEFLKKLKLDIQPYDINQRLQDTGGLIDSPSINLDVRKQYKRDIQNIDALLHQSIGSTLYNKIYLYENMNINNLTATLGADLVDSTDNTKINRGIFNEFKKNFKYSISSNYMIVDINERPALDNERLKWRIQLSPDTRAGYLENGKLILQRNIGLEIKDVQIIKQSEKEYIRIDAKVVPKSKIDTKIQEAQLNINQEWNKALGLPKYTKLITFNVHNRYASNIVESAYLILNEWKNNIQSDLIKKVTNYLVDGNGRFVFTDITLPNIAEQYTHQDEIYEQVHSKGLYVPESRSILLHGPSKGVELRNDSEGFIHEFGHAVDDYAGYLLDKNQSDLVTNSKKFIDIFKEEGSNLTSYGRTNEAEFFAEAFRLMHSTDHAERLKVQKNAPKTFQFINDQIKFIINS
* marks the source's active call; other numbers are inactive results; ? = inconclusive; . = not tested or not shown; & = joins results of further samples. Cut-off read from the data, not from the text of the source, unless noted: active = inhibition above about 30%; inconclusive = no clear call, values can overlap the other calls; inactive = below that.

SMILES | PrPC surface inh | BoNT A protease | MazF activator | SSB-PriA inh | 3CLpro inhibitor | VHR inh abs | BoNT F protease | Rv3671c inh | CCHF vOTU inh | Anthrax LF prot
CCCCN(C(=O)c1cc(S(=O)(=O)N2CCOCC2)ccc1F)c1c(N)n(CCCC)c(=O)[nH]c1=O | -1 | -0.6 | 1 | -18 | . | . | 1 | . | 0 | -3
COc1ccccc1C/C(N)=N/OC(=O)c1cccc([N+](=O)[O-])c1 | -14 | 0.3 | -3 | . | 5 | -4 | 1 | -1 | 9 | 0
Clc1ccc(-c2cc(-c3ccccc3)on2)cc1 | -1 | 0.5 | 5 | 0 | . | . | -7 | 1 | 1 | -4
Cc1[nH]c2ccccc2c1/C=C(\C#N)C(=O)NC(C)c1ccccc1 (centres undefined) | 7 | 3.0 | -1 | 3 | 2 | 18 | 3 | -5 | -1 | -6
Cc1ccc2cc(CN(C(=O)c3ccco3)c3ccccc3)c(=O)[nH]c2c1 | 12 | 0.4 | -16 | 0 | 3 | 29 | -3 | 0 | 5 | -1
Cc1cc(C)c(NC(=O)C(C)OC(=O)c2cc(Br)c(Br)s2)c(C)c1 (centres undefined) | 3 | 0.3 | -8 | -8 | -1 | 5 | -3 | -1 | -14 | -2
CC(C)(C)NC(=O)C(c1ccncc1)N(C(=O)Cn1nnc(-c2ccc(F)cc2)n1)c1ccccc1F (centres undefined) | 4 | -0.3 | 1 | -12 | 3 | 20 | 2 | . | 0 | 1
C=CCn1c(NCCOC)nc2c1c(=O)n(C)c(=O)n2C | 4 | 0.7 | 2 | -8 | 0 | 36 | 6 | 7 | 4 | -3
Cc1cc(C)cc(OC(=O)COc2ccccc2C)c1 | 0 | -12 | 6 | -19 | 3 | 16 | ? | 0 | 2 | -14
CCn1cc(/C=C/C(=O)Nc2ccn(Cc3c(F)c(F)c(F)c(F)c3F)n2)cn1 | -5 | -0.6 | -2 | -15 | -4 | -5 | -7 | -12 | 0 | 2

Results in BoNT A protease and MazF activator (four entries from above):
SMILES | BoNT A protease | MazF activator
Clc1ccc(-c2cc(-c3ccccc3)on2)cc1 | 0.5 | 5
CCCCN(C(=O)c1cc(S(=O)(=O)N2CCOCC2)ccc1F)c1c(N)n(CCCC)c(=O)[nH]c1=O | -0.6 | 1
CCn1cc(/C=C/C(=O)Nc2ccn(Cc3c(F)c(F)c(F)c(F)c3F)n2)cn1 | -0.6 | -2
Cc1[nH]c2ccccc2c1/C=C(\C#N)C(=O)NC(C)c1ccccc1 (centres undefined) | 3.0 | -1

Following part.
SMILES | PrPC surface inh | BoNT A protease | MazF activator | SSB-PriA inh | 3CLpro inhibitor | VHR inh abs | BoNT F protease | Rv3671c inh | CCHF vOTU inh | Anthrax LF prot
COc1cc(NC(=O)c2ccc(F)cc2)c(OC)cc1NC(=O)CN1CCCCC1 | -9 | 0.5 | -1 | 1 | 1 | 1 | -10 | 7 | 20 | 4
CN1CCN(Cc2c(O)c(Cl)cc3c(-c4ccccc4)cc(=O)oc23)CC1 | -25 | 0.0 | 5 | -6 | -2 | 19 | -1 | 8 | -10 | -5
O=C(CN1C(=O)NC2(CCc3ccccc32)C1=O)c1ccc(F)c(F)c1 (centres undefined) | 5 | -3.7 | -10 | -6 | . | . | -10 | -11 | -9 | -2
CC(C)(C)c1ccc(OCCC(=O)Nc2cccc(S(=O)(=O)N3CCCC3)c2)cc1 | 21 | 1.5 | -3 | 7 | . | . | -9 | -59 | 13 | 3
COc1ccc(NC2=Nc3cccc4cccc2c34)cc1 | 3 | -0.9 | -6 | 11 | 2 | -7 | -8 | -2 | 1 | -4
Cc1ccc(C)c(N(CC(=O)N(C)C)S(C)(=O)=O)c1 | -2 | -1.2 | 2 | -15 | -4 | 0 | 3 | 4 | 2 | -5
CC(Sc1nnc(-c2ccncc2)n1C)C(=O)Nc1ccc(N2CCOCC2)cc1 (centres undefined) | -3 | 0.0 | 6 | -3 | . | . | -14 | -2 | -8 | -5
CCOc1c2ccc(C(=O)NCc3cc(C(F)(F)F)cc(C(F)(F)F)c3)cc2nn1C | 22 | -0.4 | 5 | -8 | 1 | 30 | -9 | 1 | -12 | -5
CC(=O)c1sc(NC(=O)CCS(=O)(=O)c2ccccc2)nc1C | 11 | 1.7 | -8 | 11 | 3 | 24 | 12 | 0 | 12 | 5
Nc1nc(-c2ccc(Br)s2)c(Br)s1 | -5 | -0.3 | 6 | 31 | 4 | 27 | -9 | 8 | 22 | -1
Cc1ccc2c(=O)n3c(nc2c1)C(Cc1ccc(O)cc1)NC(=O)c1cc2ccccc2cc1-3 (centres undefined) | 3 | -0.5 | -17 | . | . | . | -3 | . | 4 | 2
Cc1csc(C2=C(O)CN(CCc3ccccc3)C2=N)n1 | 7 | -1.7 | -1 | -14 | -2 | 10 | -14 | -8 | 9 | -4
Cc1ccc(C(=O)Oc2ccc3c(c2)ncn3C)cc1 | -9 | 2.1 | -1 | -7 | 22* | 4 | 18 | -4 | -2 | 3
CCOC(=O)N1CCN(C(=O)COC(=O)CSc2cc(C)c(Br)cc2C)CC1 | 1 | -1.6 | -3 | -1 | . | . | -7 | -4 | -6 | 1
ClC1(Cl)CC1CSc1nc2ccccc2[nH]1 (centres undefined) | 8 | -0.2 | 12 | -8 | 7 | 18 | -3 | 0 | -24 | -6
CN(C)c1nn2c(-c3ccccc3)nnc2o1 | 7 | -0.6 | 9 | . | . | . | -5 | . | -2 | 1
CC(=O)OC[C@@H]1CN(Cc2ccccc2)C[C@H](n2cnc3c(N(C)C(C)C)ncnc32)O1 | 9 | -0.4 | . | . | . | . | 0 | . | 1 | -1
CCc1c(O)nc(SCC(=O)NC(C)(C)C)n(-c2ccccc2)c1=O | 1 | 0.4 | -2 | -11 | -1 | 19 | 12 | 4 | 12 | -3
Cc1nc2nc(CCNS(=O)(=O)c3ccc(Cl)cc3)cn2nc1C | 10 | -0.2 | 9 | -2 | -2 | -17 | 3 | 1 | -97 | 0
CCc1cccc(C)c1NC(=O)C1CC(=O)N(C2CCCC2)C1 (centres undefined) | 2 | 0.8 | 7 | -6 | . | . | 5 | 3 | -3 | 10
COCCN(CC1CCCN(C2Cc3ccccc3C2)C1)C(=O)c1cccs1 (centres undefined) | 6 | -1.4 | -1 | -10 | -2 | -4 | -4 | 5 | 2 | 0
O=C(NN1C(=O)C2C3C=CC(C3)[C@H]2C1=O)c1cccnc1 (some centres undefined) | 6 | -0.1 | 6 | -6 | 1 | 18 | -1 | -3 | 3 | 2
C=C(C)C(=O)Nc1cccc(C2=NOC3(C2)C[C@H](C(N)=O)N(C(=O)C(c2ccccc2)c2ccccc2)C3)c1 (some centres undefined) | . | 0.2 | -4 | 7 | . | 19 | -2 | -2 | . | -2
CC(NCc1ccc(Cl)cc1Cl)C(O)c1ccccc1 (centres undefined) | 11 | -0.2 | 2 | -18 | -2 | 34 | -2 | -6 | -6 | -1
CC(=O)Nc1ccc(Oc2ccc(S(=O)(=O)N3CCCC3)cn2)cc1 | 1 | -0.2 | 0 | -7 | . | . | -1 | 0 | -2 | 2
Cc1nnc(SCc2nnc(-c3ccccc3Br)o2)s1 | -3 | 0.6 | -5 | -13 | 1 | -5 | 1 | 12 | 2 | 1
CC(C)N(C(=O)CSc1nn2c(=O)c(C(C)(C)C)nnc2s1)c1ccccc1 | -2 | 0.6 | -6 | -7 | 2 | 10 | -9 | -6 | 15 | -7
CCOc1cc(/C=C/C(=O)OCC(=O)N(CC)C2CCS(=O)(=O)C2)cc(Cl)c1OC (centres undefined) | 2 | 0.1 | 3 | . | . | . | -4 | . | 1 | 2
Cc1nn(C)c(Oc2ccc(Cl)cc2)c1C=O | -2 | -0.4 | 5 | -7 | 4 | 10 | 1 | -1 | -9 | -6
CCNC(=O)COc1cc(C)c(Br)c(C)c1 | 0 | 0.0 | -5 | -6 | 3 | 29 | -4 | -11 | -12 | 0
COc1ccc(NC(=S)N2CCN(C(c3ccccc3)c3ccccc3)CC2)c(OC)c1 | 6 | -1.8 | -1 | 5 | -3 | 25 | -11 | 6 | 6 | -3
Cn1c(C(=O)N2CCN(Cc3ccccc3)CC2)cc2c(=O)n(C)c3ccccc3c21 | 6 | -1.1 | 14 | -6 | -4 | 0 | -8 | 7 | 12 | -4
CCCCNC(=O)C1(C)CCCCN1Cc1ccc(-c2ccccc2)cc1 (centres undefined) | -6 | -0.1 | . | . | . | . | -7 | . | 24 | -8
Cc1cc(NCc2ccccc2Cl)n2nnnc2n1 | 2 | -0.3 | 2 | -9 | 1 | 26 | -12 | 2 | 4 | 2
CCOc1ccc(N2CC(C(=O)Nc3cccc(S(=O)(=O)N4CCCCC4)c3)CC2=O)cc1 (centres undefined) | 10 | 0.2 | 8 | 3 | 4 | 16 | -5 | -3 | 9 | -9
COc1ccc(-n2c(C(C)(C)C)csc2=Nc2c(C)n(C)n(-c3ccccc3)c2=O)cc1 | -4 | 0.0 | 6 | 3 | -3 | 8 | 0 | 1 | -5 | 0
CCCSc1ccc([C@@H]2[C@@H]3C(=O)N(CC)C(=O)[C@@H]3[C@]3(C(=O)OC)CCCCN23)cc1 | -10 | 0.3 | 0 | -20 | . | . | -3 | 1 | 10 | -7
Cc1ccc2c(c1)c1nnc(SCC(=O)Nc3cccc(Cl)c3C)nc1n2CC(=O)O | -15 | 0.2 | -7 | -21 | 9 | 4 | -1 | -8 | 18 | 1
COc1ccc2cc[nH]c2c1 | 2 | -0.6 | 4 | 5 | 5 | -1 | -6 | 7 | -12 | -6
CCC(=O)N(Cc1cc2c(C)cc(C)cc2[nH]c1=O)C1CCCCC1 | 10 | -0.4 | 5 | -13 | 1 | -12 | -12 | -1 | 1 | -4
CN1C(=O)/C(=C/C=C2\SCCN2C)N(C)C1=S | -4 | -0.1 | -115 | -3 | 3 | -15 | -8 | . | 10 | -1
CCOc1cc(N2CCOCC2)c(OCC)cc1NC(=O)CN1CCN(Cc2ccc3c(c2)OCO3)CC1 | 6 | -0.6 | 1 | 12 | 2 | 34 | -14 | 0 | -10 | 4
Clc1ccc(Nc2nc(NCCN3CCOCC3)nc(N3CCOCC3)n2)cc1 | . | 0.2 | 7 | 0 | -3 | 19 | -6 | -9 | . | -1
Cc1ccsc1C(C(=O)NCc1ccccc1)N(C(=O)c1csnn1)c1ccccc1 (centres undefined) | 2 | -3.5 | 3 | -6 | -7 | 12 | 26 | 6 | -1 | -5
CCCS(=O)(=O)NC(=O)C1(C)CCCN(C(=O)c2ccccc2Br)C1 (centres undefined) | 1 | -0.2 | . | . | . | . | -1 | . | -3 | -2
CCOC(=O)c1cnc2oc3ccccc3n2c1=O | 7 | -2.7 | 3 | -7 | 3 | 2 | ? | 1 | -7 | 5
NC(=O)C1CCN(CC(=O)Nc2cc(Cl)ccc2Oc2ccccc2)CC1 | -7 | -0.6 | -22 | -8 | 0 | 13 | -2 | -9 | -3 | -1
Cc1cc(=O)[nH]c(=S)[nH]1 | -3 | -0.1 | 3 | 9&-4 | 0 | 9 | -9 | -4 | -3 | -2
Cc1cc(C)nc(-n2ncc3c2CC(C)CC3=O)n1 (centres undefined) | 0 | 0.7 | 1 | 2 | -2 | -17 | -3 | -1 | -6 | 7
COc1cc(CN2C[C@@H](CO)O[C@@H](n3cnc4c(N5CCN(c6ccccc6)CC5)ncnc43)C2)cc(OC)c1OC | 8 | -1.2 | . | . | . | . | -22 | . | 10 | -7
Cc1ccc(S(=O)(=O)NCC(=O)OCc2csc(-c3ccccc3)n2)cc1 | 5 | 1.5 | -13 | -14 | -4 | -1 | 9 | 2 | -22 | 9
Cc1cn([C@H]2C[C@H](O)[C@@H](CNC(=O)[C@H](N)Cc3cn(COCc4ccccc4)cn3)O2)c(=O)[nH]c1=O | -4 | -0.7 | 8 | . | . | . | -7 | . | -6 | -5

Bioassay records: PubChem, several laboratories

These rows are one share of the data (hit frequency here may not be typical).
